Screens as filed in PubChem BioAssay.
HSF-1 act: increases HSF-1 driven luciferase reporter signal; NIH3T3-HGL HSF-1 luciferase reporter, MG132, 8 h; 100% = twice DMSO control signal; hit rate 1.7% among 300,000; activation, % at 9 µM; AID 504408;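 active means mean replicate activation of at least 50% with a set share of replicates each reaching 50%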;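 further: 0% = median of the neutral control wells and 100% = twice that signal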
GSK3 alpha inh: blocks human GSK-3 alpha kinase. P49840. ADP-Glo luminescence, 60 min. hit rate 0.1% among 320,000. inhibition, % at 10 µM;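 in the data active means inhibition above about 50%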;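 further: GST-tagged GSK-3 alpha with peptide substrate and 25 µM ATP; 0% = DMSO neutral wells and 100% = GW8510 positive control wells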
Target sequence (P49840 whole entry, looked up): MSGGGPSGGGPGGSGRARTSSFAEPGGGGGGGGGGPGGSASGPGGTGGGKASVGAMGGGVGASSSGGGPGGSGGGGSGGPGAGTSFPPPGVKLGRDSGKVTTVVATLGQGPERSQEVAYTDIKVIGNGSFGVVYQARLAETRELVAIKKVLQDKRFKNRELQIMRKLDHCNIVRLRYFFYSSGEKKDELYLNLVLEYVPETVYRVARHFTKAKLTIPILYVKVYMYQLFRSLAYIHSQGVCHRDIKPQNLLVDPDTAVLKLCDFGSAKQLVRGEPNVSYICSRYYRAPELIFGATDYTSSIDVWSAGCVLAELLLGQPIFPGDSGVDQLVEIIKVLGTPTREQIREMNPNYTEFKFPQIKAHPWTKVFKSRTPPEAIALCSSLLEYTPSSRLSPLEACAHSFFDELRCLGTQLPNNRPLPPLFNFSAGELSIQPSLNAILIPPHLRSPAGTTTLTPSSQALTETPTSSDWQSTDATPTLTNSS
AI-2 QS mod: Vibrio harveyi AI-2 quorum sensing modulation; activity change, % at 7.5 µM; AID 2094; Vibrio harveyi JMH597 AI-2 luminescence/OD600 ratio, 9 h; stronger effect = lower value; strain lacks LuxN and CqsS sensors; 0 = neutral-control median; hit rate 0.4% among 300,000; in the data active means activity change below about -75%, passing the limit was not always enough;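 further: luminescence divided by OD600 gain over 9 h not by final OD600 alone; inactives centre near 13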
GSK3beta inhib: inhibitors of human GSK3beta kinase | activity score (negative = inhibition), % at 10 µM | GST-GSK3beta kinase, ADP-Glo luminescence, 60 min; stronger effect = lower value | hit rate 0.038% among 300,000 | AID 2097 | P49841;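 active means more than half of replicate wells score below -50%, meaning over 50% inhibition versus plate controls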;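 further: 0% = median DMSO wells and -100% = median GW8510 positive control wells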
Target sequence (P49841 whole entry, looked up): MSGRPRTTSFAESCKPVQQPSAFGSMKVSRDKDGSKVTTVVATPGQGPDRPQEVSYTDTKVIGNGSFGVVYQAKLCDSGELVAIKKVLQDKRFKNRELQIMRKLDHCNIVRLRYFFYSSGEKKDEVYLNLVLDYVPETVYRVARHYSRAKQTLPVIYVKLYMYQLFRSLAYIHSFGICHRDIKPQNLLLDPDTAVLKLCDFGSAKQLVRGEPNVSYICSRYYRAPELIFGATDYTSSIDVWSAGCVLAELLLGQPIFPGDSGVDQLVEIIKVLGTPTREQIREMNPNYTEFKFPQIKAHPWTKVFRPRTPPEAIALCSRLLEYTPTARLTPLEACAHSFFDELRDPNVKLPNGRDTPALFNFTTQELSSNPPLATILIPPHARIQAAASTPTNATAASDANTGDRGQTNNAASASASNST
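Test system: GST-tagged human GSK3beta kinase, cell-free; evaluation: activity score scaled between in-plate DMSO and GW8510 controls; measured by: ADP-Glo luminescence; incubation: 60 min reaction, RT; benchmarks: DMSO and 20 µM GW8510; reagent: peptide substrate plus 25 µM ATP (final); medium: Tris/MgCl2 kinase buffer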
aSyn 5UTR inh: MLPCN primary screen, SNCA 5' untranslated region; AID 1813; hit rate 0.82% among 300,000; inhibition, % (tested at 7.5 µM); alpha-synuclein 5'UTR reporter, inhibitor activity; in the data active means inhibition above about 60%;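 further: H4 neuroglioblastoma cells stably carrying SNCA 5'UTR luciferase fusion; 0% = DMSO wells and 100% = positive control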
KLF5 inhibitor: suppresses KLF5 promoter-driven expression. DLD-1 KLF5 promoter-luciferase reporter, luminescence. hit rate 0.23% among 290,000. inhibition, % at 5 µM;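 active means inhibition above a per-plate limit of that plate's mean compound inhibition plus 3 SD, cut at about 60% in these data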;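 further: 0% = DMSO wells and 100% = LY294002 at 200 µM; higher means less KLF5 promoter-driven luciferase light; inactives centre near -14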
IEC-6 cytotox: kills IEC-6 intestinal cells in KLF5 counter-screen | IEC-6 cytotoxicity, luminescence viability | inhibition, % at 5 µM | hit rate 0.78% among 290,000; in the data active means inhibition above about 22%;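 further: 0% = plate median of test compound wells and 100% = cytotoxic reference compound wells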
HIF act: HIF pathway transcriptional activation. hit rate 0.32% among 300,000. U2OS HRE-luciferase reporter, luminescence; normalized: DMSO 0%, desferrioxamine 100%. AID 1910. activation, % at 7.5 µM (by protocol);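 active means mean activation of at least 10% of the iron chelator positive control signal, with at least half of replicates also reaching 10%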
HSP90 inh: inhibitors of HSP90 luciferase refolding in rabbit reticulocyte lysate | luciferase refolding luminescence, 3 h | inhibition, % at 5.6 µM | hit rate 0.91% among 290,000;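 active means inhibition above the screen-wide mean plus 3 SD, computed separately per campaign, cut at about 16% in these data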;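 further: 0% = DMSO wells and 100% = 60 µM geldanamycin wells; inhibitors lower the luminescence because luciferase stays unfolded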
HSF1 inhib: HSF1 inhibition. NIH3T3-HGL HSE-luciferase, MG132-induced, luminescence 8 h; stronger effect = lower value. activity change, negative = inhibition, % at 7.5 µM (by protocol). hit rate 0.77% among 300,000;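 active means more than half of replicate wells show activity change below -50%, luminescence cut by over half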;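 further: luciferase reports HSF-1 transcriptional activity via heat shock element; 0% = median of DMSO wells and -100% = zero luminescence signal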
* = called active by the depositor.

`Cc1ccc(/C=C/C(=O)OCC(=O)NC(C)C)o1` gave HSF-1 act 3.6, GSK3 alpha inh -2.5, AI-2 QS mod -3.3, GSK3beta inhib 3.7, aSyn 5UTR inh 1.1, KLF5 inhibitor -19.5, IEC-6 cytotox -0.5, HIF act 0.6, HSP90 inh -3.0 and HSF1 inhib 4.2.
CCOc1ccc2[nH]cc(C(=O)NCc3ccc(F)cc3)c(=O)c2c1 was read as HSF-1 act 5.9, GSK3 alpha inh -2.9, AI-2 QS mod 4.0, GSK3beta inhib 1.5, aSyn 5UTR inh 19.6, KLF5 inhibitor 6.9, IEC-6 cytotox 5.7, HIF act -1.1, HSP90 inh 8.3 and HSF1 inhib -4.3.
Cc1nn(C)c(C)c1NC(=O)CSc1nc(-c2ccccc2Cl)nc2c1cnn2-c1ccccc1 was read as HSF-1 act -13.1, GSK3 alpha inh -2.2, AI-2 QS mod 35.2, GSK3beta inhib -1.4, aSyn 5UTR inh 21.5, KLF5 inhibitor -10.1, IEC-6 cytotox 1.3, HIF act -1.6, HSP90 inh 0.0 and HSF1 inhib -0.9.
O=C(CN1C(=O)CSc2ncccc21)NCCN1CCOCC1 was read as HSF-1 act -2.3, GSK3 alpha inh -1.2, AI-2 QS mod 26.4, GSK3beta inhib 2.4, aSyn 5UTR inh -1.4, KLF5 inhibitor -16.3, IEC-6 cytotox 0.5, HSP90 inh 0.7 and HSF1 inhib -6.0.
Cc1ccc(S(=O)(=O)N2CCN(C)CC2)c(C)c1 was read as HSF-1 act -5.6, GSK3 alpha inh -4.4, AI-2 QS mod 12.6, GSK3beta inhib 0.4, aSyn 5UTR inh -12.5, KLF5 inhibitor -21.1, IEC-6 cytotox 1.9, HIF act 0.1, HSP90 inh -0.3 and HSF1 inhib -2.4.
CCc1ccc2[nH]c(C(=O)Nc3ccc(C)c(F)c3)cc2c1 was read as HSF-1 act 19.5, GSK3 alpha inh 1.2, AI-2 QS mod 30.0, GSK3beta inhib -4.6, aSyn 5UTR inh -109.1, KLF5 inhibitor -102.9, IEC-6 cytotox 9.3, HIF act 6.2, HSP90 inh -0.8 and HSF1 inhib 10.1.
Screening CNC(=S)NNS(=O)(=O)c1ccc(OC)cc1OC returned HSF-1 act -11.9, GSK3 alpha inh -2.5, AI-2 QS mod 12.3, GSK3beta inhib -0.8, aSyn 5UTR inh 1.2, KLF5 inhibitor -22.9, IEC-6 cytotox 1.2, HIF act -0.3, HSP90 inh -2.9 and HSF1 inhib -5.7.
COC(=O)c1sc(-c2cccs2)cc1N was read as HSF-1 act 27.9, GSK3 alpha inh 1.8, AI-2 QS mod 9.4, GSK3beta inhib -0.8, aSyn 5UTR inh -85.6, KLF5 inhibitor -4.5, IEC-6 cytotox 0.8, HIF act 2.5, HSP90 inh 3.9 and HSF1 inhib 4.2.
For COc1cc(C(=O)Oc2ccc(C(=S)N3CCOCC3)cc2)cc(OC)c1OC the results were HSF-1 act -3.6, GSK3 alpha inh -1.7, AI-2 QS mod -3.6, GSK3beta inhib -0.9, aSyn 5UTR inh -10.7, KLF5 inhibitor -30.1, IEC-6 cytotox -0.1, HIF act 0.5, HSP90 inh 3.3 and HSF1 inhib -5.9.
For CC(=O)c1ccc2c(c1)c1ccccc1n2CC(C)C the results were HSF-1 act -27.6, GSK3 alpha inh -1.5, AI-2 QS mod 1.6, GSK3beta inhib -3.2, aSyn 5UTR inh 31.3, KLF5 inhibitor 2.2, IEC-6 cytotox -2.1, HIF act -2.0, HSP90 inh 0.8 and HSF1 inhib -11.1.
For COc1ccc(Cl)cc1NC(=S)NCCCN1CCCC1=O the results were HSF-1 act -0.7, GSK3 alpha inh -0.2, AI-2 QS mod 13.8, GSK3beta inhib 0.8, aSyn 5UTR inh -10.0, KLF5 inhibitor -45.0, IEC-6 cytotox -6.0, HIF act -0.4, HSP90 inh 2.7 and HSF1 inhib -1.1.
COc1ccc(NC(=O)CCNC(C)=O)cc1NS(=O)(=O)c1ccc(F)cc1 was read as HSF-1 act 4.8, GSK3 alpha inh -6.7, AI-2 QS mod 38.8, GSK3beta inhib -1.9, aSyn 5UTR inh -6.4, KLF5 inhibitor -9.2, IEC-6 cytotox 3.6, HIF act -1.0, HSP90 inh 0.3 and HSF1 inhib 5.5.
For O=S(=O)(NCc1ccccc1)c1ccc(Cl)cc1 the results were HSF-1 act 5.5, GSK3 alpha inh -0.8, AI-2 QS mod 8.3, GSK3beta inhib 0.4, aSyn 5UTR inh 13.8, KLF5 inhibitor -15.3, IEC-6 cytotox -2.5, HIF act -0.1, HSP90 inh 5.9 and HSF1 inhib -1.5.
CCOc1ccccc1NC(=O)CNC(=O)CNC(=O)Cc1ccccc1 was read as HSF-1 act 7.5, GSK3 alpha inh -1.8, AI-2 QS mod 11.8, GSK3beta inhib 1.1, aSyn 5UTR inh -9.3, KLF5 inhibitor -40.9, IEC-6 cytotox 0.9, HIF act -0.2, HSP90 inh -2.3 and HSF1 inhib -5.9.
`COCCNC(=O)/C(C#N)=C/c1c(N2CC(C)OC(C)C2)nc2ccccn2c1=O` (stereo unspecified) gave HSF-1 act -14.9, GSK3 alpha inh 2.9, AI-2 QS mod -0.7, GSK3beta inhib 1.8, aSyn 5UTR inh 1.8, KLF5 inhibitor 1.3, IEC-6 cytotox 0.5, HIF act 0.0, HSP90 inh -0.7 and HSF1 inhib -3.2.
Screening CCOC(=O)C1CCCN(C(=O)c2cc(S(=O)(=O)N3CCCCC3)c[nH]2)C1 (stereo unspecified) returned HSF-1 act 0.0, GSK3 alpha inh -0.3, AI-2 QS mod 14.2, GSK3beta inhib 1.1, aSyn 5UTR inh -2.1, KLF5 inhibitor -18.9, IEC-6 cytotox 5.0, HIF act -0.2, HSP90 inh -1.9 and HSF1 inhib 3.1.
For COc1ccccc1OCc1cc(C(=O)N2CCCC(OCc3cccnc3)C2)no1 (stereo unspecified) the results were HSF-1 act 62.9*, GSK3 alpha inh -1.1, AI-2 QS mod 8.8, GSK3beta inhib -3.8, aSyn 5UTR inh -133.5, KLF5 inhibitor -123.1, IEC-6 cytotox -1.3, HIF act 2.2, HSP90 inh -6.0 and HSF1 inhib 38.6.
For CCOCC(=O)Nc1ccc([N+](=O)[O-])cc1OC the results were HSF-1 act 1.0, GSK3 alpha inh 0.9, AI-2 QS mod 17.2, GSK3beta inhib -4.9, aSyn 5UTR inh 12.8, KLF5 inhibitor -36.0, IEC-6 cytotox 1.3, HIF act 0.1, HSP90 inh -0.3 and HSF1 inhib -4.5.
NC(=O)c1cc(Cl)ccc1OCC(=O)N1CCCc2ccccc21 was read as HSF-1 act -6.4, GSK3 alpha inh -2.6, AI-2 QS mod 19.3, GSK3beta inhib -0.8, aSyn 5UTR inh -2.2, KLF5 inhibitor -5.1, IEC-6 cytotox -6.3, HIF act 0.7, HSP90 inh 0.5 and HSF1 inhib 7.8.
For O=C(Nc1ccccc1Cl)NC1(C(=O)N2CCCCC2)CCCCC1 the results were HSF-1 act 16.0, GSK3 alpha inh -0.2, AI-2 QS mod 8.9, GSK3beta inhib -0.1, aSyn 5UTR inh 7.8, KLF5 inhibitor -34.1, IEC-6 cytotox -8.1, HIF act 0.1, HSP90 inh -0.6 and HSF1 inhib 7.8.
`CC(C)CN(C(=O)c1cccc(S(=O)(=O)N2CCN(C)CC2)c1)C1CCS(=O)(=O)C1` (stereo unspecified) gave HSF-1 act -4.4, GSK3 alpha inh 0.3, AI-2 QS mod 19.9, GSK3beta inhib 0.1, aSyn 5UTR inh 6.3, HIF act 0.3 and HSF1 inhib -2.5.
`COc1ccc(Cl)cc1NC(=O)CNc1ccccc1F` gave HSF-1 act 2.5, GSK3 alpha inh 0.2, AI-2 QS mod 19.3, GSK3beta inhib 1.5, aSyn 5UTR inh -4.6, KLF5 inhibitor -19.4, IEC-6 cytotox 9.4, HIF act -0.4, HSP90 inh 0.3 and HSF1 inhib -3.2.
`Cc1nnc(NC(=O)CSc2nnc3ncccn23)s1` gave HSF-1 act 19.6, GSK3 alpha inh -0.9, AI-2 QS mod 36.4, GSK3beta inhib 0.0, aSyn 5UTR inh -20.1, KLF5 inhibitor -0.9, IEC-6 cytotox -7.1, HIF act -0.1, HSP90 inh -0.5 and HSF1 inhib -5.8.
COc1ccc(C(=O)Nc2ccc3c(c2)nc(CN2CCCC2)n3C)cc1 was read as HSF-1 act -87.9, GSK3 alpha inh -1.8, AI-2 QS mod -13.7, GSK3beta inhib -1.3, aSyn 5UTR inh -40.7, KLF5 inhibitor -9.6, IEC-6 cytotox 3.2, HIF act 2.3, HSP90 inh -1.1 and HSF1 inhib -85.6*.
`c1ccc2nc3ccccc3nc2c1` gave HSF-1 act 5.6, GSK3 alpha inh -0.2, AI-2 QS mod 39.8, GSK3beta inhib 0.8, aSyn 5UTR inh -37.3, KLF5 inhibitor -45.6, IEC-6 cytotox -1.0, HIF act 0.1, HSP90 inh -3.6 and HSF1 inhib -2.1.
Screening O=C(Cc1ccc(Cl)c(Cl)c1)Nc1cccc(S(=O)(=O)N2CCOCC2)c1 returned HSF-1 act -6.4, GSK3 alpha inh -1.0, AI-2 QS mod 1.5, GSK3beta inhib -5.9, aSyn 5UTR inh 9.9, KLF5 inhibitor -2.3, IEC-6 cytotox 0.7, HIF act -0.7, HSP90 inh 0.6 and HSF1 inhib 1.1.
CC(=O)c1ccc(OCC(O)CN2C(C)CCCC2C)cc1 (stereo unspecified) was read as HSF-1 act -14.2, GSK3 alpha inh 0.4, AI-2 QS mod 28.0, GSK3beta inhib 3.1, aSyn 5UTR inh 0.6, KLF5 inhibitor -26.1, IEC-6 cytotox -9.6, HIF act 0.0, HSP90 inh -2.0 and HSF1 inhib 4.0.
For Cc1cc(NC(=O)CSc2ncccn2)no1 the results were HSF-1 act 0.2, GSK3 alpha inh 6.0, AI-2 QS mod 23.4, GSK3beta inhib -2.9, aSyn 5UTR inh 6.0, KLF5 inhibitor -13.9, IEC-6 cytotox -0.7, HSP90 inh 0.4 and HSF1 inhib 0.2.
CCCn1nnnc1-c1cccc(Cl)c1 was read as HSF-1 act -11.1, GSK3 alpha inh -2.7, AI-2 QS mod 16.5, GSK3beta inhib 0.7, aSyn 5UTR inh -2.5, KLF5 inhibitor -5.6, IEC-6 cytotox -6.4, HIF act -5.2, HSP90 inh -0.2 and HSF1 inhib -0.6.
For COC(=O)Oc1ccc(/C=C/C(=O)OC(C)C)cc1OC(=O)OC the results were HSF-1 act 40.2, GSK3 alpha inh 0.1, AI-2 QS mod 15.8, GSK3beta inhib 0.7, aSyn 5UTR inh -127.3, KLF5 inhibitor -101.5, IEC-6 cytotox 12.8, HIF act 6.0, HSP90 inh -0.8 and HSF1 inhib 26.1.
For CCNC(=S)Nc1ccc(Oc2ccccc2)cc1 the results were HSF-1 act 28.0, GSK3 alpha inh -1.0, AI-2 QS mod -11.4, GSK3beta inhib -1.6, aSyn 5UTR inh -15.4, KLF5 inhibitor -22.0, IEC-6 cytotox 4.1, HIF act 0.5, HSP90 inh -1.7 and HSF1 inhib 4.5.
